PPC-1+TRAIL kill – kills PPC-1 cancer cells in the presence of TRAIL; PPC-1 cells + TRAIL, ATPLite viability luminescence; cell killing (% activity), % at 4 µM; 0.41% of 220,000 active;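 active = cell killing above 50% in the first pass at 4 µM, then a duplicate retest at 5 µM averaging 50% or more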;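 note: plate controls were cells with TRAIL plus DMSO for no effect and medium-only wells lacking cells for full effect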
NPY-Y1 antag – NPY-Y1 (human) receptor antagonism | inhibition, % at 3.6 µM | P25929 | HEK293-CNG Y1 cells, membrane potential fluorescence; NPY at EC95, then isoproterenol | 1% of 200,000 active | AID 1040;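 active = inhibition above the campaign mean inhibition of all tested compounds plus 3 SD, cut at about 20% in these data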;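 note: 0% = DMSO wells given NPY plus isoproterenol and 100% = isoproterenol alone without NPY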
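Material: Y1- and CNG-channel-expressing HEK293 cells / Probe or stimulus: NPY 25 nM then isoproterenol 1 µM plus Ro 20-1724 25 µM / Doses: 3.6 µM single dose, DMSO 0.4% / Schedule: compound incubation 1 h at room temperature, readout 45 min post-stimulation / Signal: membrane potential fluorescence / Benchmarks: isoproterenol-only wells as full block versus NPY-plus-isoproterenol wells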
14-3-3 Bad PPI – disrupts binding of bovine 14-3-3 zeta to phospho-Bad peptide; TR-FRET 14-3-3zeta/Dy647-pBad peptide displacement, 1 h; inhibition, % at 21.7 µM; P63103; 0.71% of 220,000 active;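 active = inhibition above about 70%, limit read from the data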;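 note: 0% = full 14-3-3 plus peptide FRET controls and 100% = background without 14-3-3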
PGE2 EP2 inh – EP2 receptor (human) inhibition. P43116. C6 glioma cells expressing human EP2, cAMP TR-FRET; cells stimulated with saturating PGE2. inhibition, % at 25 µM. 0.52% of 260,000 active. AID 1422;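 active = percent inhibition above 40 after rounding to a whole number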;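 note: rat C6 glioma host cells with rolipram phosphodiesterase inhibitor present; the protocol text gives 20 µM as final concentration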
Target sequence (P43116 whole entry, looked up): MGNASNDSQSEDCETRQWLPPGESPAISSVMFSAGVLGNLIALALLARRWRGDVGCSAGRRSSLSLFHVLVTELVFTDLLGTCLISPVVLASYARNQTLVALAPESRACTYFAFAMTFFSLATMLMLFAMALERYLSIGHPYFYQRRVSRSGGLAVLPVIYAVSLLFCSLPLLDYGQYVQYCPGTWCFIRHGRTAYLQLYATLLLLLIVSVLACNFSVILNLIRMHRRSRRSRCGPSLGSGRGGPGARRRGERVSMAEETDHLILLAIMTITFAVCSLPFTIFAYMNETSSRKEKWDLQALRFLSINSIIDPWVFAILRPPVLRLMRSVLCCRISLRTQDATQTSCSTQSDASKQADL
EP2 modulator – EP2 receptor (human) modulation; EP2-expressing cells, cAMP HTRF FRET, PGE2 co-stimulation; induction, % at 25 µM; 0.83% of 260,000 active; AID 940;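 active = compounds whose cAMP rise, as percent of the full-agonist control response, exceeds 60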;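 note: rat C6 glioma line stably carrying human EP2 under a CMV promoter; the protocol text gives 20 µM as final concentration; 100% = response of wells given 1 µM PGE2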
CHOP inh – CHOP inhibition in unfolded protein response; CHO-K1 CHOP-promoter luciferase, tunicamycin-induced, 15-18 h; inhibition, % at 10 µM; 3.8% of 220,000 active;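 active = compounds that reduced the stress-induced luciferase reporter signal by more than about 70% of percent inhibition, limit read from the data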;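 note: 0% = tunicamycin plus vehicle and 100% = wells without tunicamycin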
TRPN1 ag – agonists of zebrafish TRPN1 channel; 0.18% of 220,000 active; activation, % at 3 µM; AID 1424; HEK293 zebrafish TRPN1-YFP, Fluo-8 calcium fluorescence; 100% = response to 87 µM carbachol;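 active = activation above its plate's cutoff, the mean activation of test wells on that plate plus 3 SD, cut at about 19% in these data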;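 note: 0% = DMSO alone and 100% = 87 µM carbachol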
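Material: zebrafish TRPN1-YFP in HEK293 cells. Doses: one dose of 3 µM, 0.3% DMSO. Incubation: dye 1 h 37 °C plus 30 min RT. Measured by: intracellular calcium fluorescence with Fluo-8.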
NPY-Y1 PAM-ag – potentiates or activates human NPY-Y1 receptor | activation, % at 3.6 µM | P25929 | 0.37% of 220,000 active | NPY-Y1 expressing cells, potentiator/agonist activation | AID 1304; in the data active = activation above about 33%, passing the limit was not always enough;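 note: cells stimulated with NPY at EC10 then isoproterenol at EC100; 0% = low agonist plus stimulus and 100% = saturating agonist plus stimulus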
TRPML3 agonist – activates the human TRPML3 channel; Q8TDD5; HEK293 TRPML3-YFP, Fluo-8 calcium fluorescence; 100% = the carbachol control signal; activation, % at 3 µM; 0.29% of 220,000 active;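 active = activation above its plate's cutoff, the mean activation of the plate's test wells plus 3 SD, cut at about 12% in these data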;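 note: 0% = DMSO only wells and 100% = carbachol wells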
Target sequence (Q8TDD5 whole entry, looked up): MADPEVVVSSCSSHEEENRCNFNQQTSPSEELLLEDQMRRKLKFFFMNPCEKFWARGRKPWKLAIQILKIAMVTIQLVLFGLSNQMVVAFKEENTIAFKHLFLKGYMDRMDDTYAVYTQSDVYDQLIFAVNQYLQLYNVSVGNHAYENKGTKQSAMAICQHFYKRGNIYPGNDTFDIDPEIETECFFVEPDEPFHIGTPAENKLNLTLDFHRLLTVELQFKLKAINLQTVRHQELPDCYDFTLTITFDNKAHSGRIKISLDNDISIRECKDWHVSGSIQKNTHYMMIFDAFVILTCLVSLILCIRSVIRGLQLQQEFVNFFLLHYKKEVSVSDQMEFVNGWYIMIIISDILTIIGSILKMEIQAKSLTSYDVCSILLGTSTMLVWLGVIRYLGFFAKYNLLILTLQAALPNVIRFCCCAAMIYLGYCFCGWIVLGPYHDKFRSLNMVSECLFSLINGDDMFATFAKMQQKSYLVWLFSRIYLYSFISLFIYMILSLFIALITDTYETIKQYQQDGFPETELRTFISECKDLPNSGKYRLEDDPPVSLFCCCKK
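Material: TRPML3-YFP stable HEK293 cells | Dosing: One concentration, 3 µM nominal, 0.3% DMSO | Timing: 125 s total fluorescence read per well | Technique: Fluo-8 calcium dye fluorescence, ex 470-495, em 515-575 nm | Measure: Percent activation from peak-to-basal fluorescence ratio, scaled between DMSO and carbachol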
An asterisk follows results filed as active; x = no result given; & = joins results of further samples; [ ] = remark or other dose.

smiles	PPC-1+TRAIL kill	NPY-Y1 antag	14-3-3 Bad PPI	PGE2 EP2 inh	EP2 modulator	CHOP inh	TRPN1 ag	NPY-Y1 PAM-ag	TRPML3 agonist
COc1ccc(N2CC(C(=O)N/N=C/c3ccc([N+](=O)[O-])cc3)CC2=O)cc1 (configuration not stated)	15.5	5.8	-11.6	8.8	-28.9	14.2	-0.5	4.1	0.9
N#C/C(=C/c1ccc(OCc2ccccc2)cc1)C(=O)NC1CCCCC1	8.5	-1.9	x	10.4	19.4	49.7	0.9	8.9	0.9
COc1cc2c(cc1OC)C(C)N(C(=O)CCN1C(=O)C3C4C=CC(C4)C3C1=O)CC2 (configuration not stated)	24.8	-3.9	1.6	4.4	-3.2	22.4	-0.3	5.4	0.9
O=C(Nc1nnc(C2CC2)s1)C1CCCO1 (configuration not stated)	6.8	-5.2	0.4	7.7	7.6	9.5	1.1	2.6	0.3
COc1ccc(-c2nc3cc([N+](=O)[O-])ccc3o2)cc1	12.4	0.2	-0.5	6.9	-12.1	13.3	0.4	-2.6	-0.2
CCN(CC)c1c([N+](=O)[O-])ncn1C	2.0	6.0	2.2	3.2	13.2	29.6	-0.2	-81.9	0.7
COc1ccccc1C1NC(=O)CS1 (configuration not stated)	-3.1	-2.7	3.7	10.4	2.2	12.0	0.5	9.0	-0.3
CC(C)(C)SCCNS(=O)(=O)c1ccc(Cl)cc1	12.6	6.8	-12.9	6.1	19.2	8.2	-2.0	27.6	0.0
CCN(CC)c1ccc(/C=N/N2CCN(Cc3ccccc3)CC2)c(O)c1	4.4	7.2	-10.3[fluorescence artefact?]	8.5	-10.7	-15.2	0.6	-13.5	0.7
CCOC(=O)N1CCC(N2CC34C=CC(O3)C(C(=O)Nc3ccc(F)cc3)C4C2=O)CC1 (configuration not stated)	11.8	2.0	2.3	3.2	-1.6	15.3	-0.3	16.2	1.0
CC12CCC(C(=O)NCCCN3CCOCC3)(OC1=O)C2(C)C (configuration not stated)	19.0	-5.1	-0.5[fluorescence artefact?]	2.3	-3.6	-7.3	1.0	11.6	0.8
CN(C)S(=O)(=O)c1ccc(C(=O)OCCn2cnc3c2c(=O)n(C)c(=O)n3C)cc1	6.1	3.7	-5.1	7.0	-5.5	19.3	0.6	-8.3	1.5
Cc1ccc2cc(CN(CCN(C)C)C(=S)Nc3ccccc3)c(=O)[nH]c2c1C	7.2	10.8	-13.2	2.6	-21.6	1.0	1.0	-14.0	1.0
COc1ccccc1N1CCN(S(=O)(=O)c2ccccc2)CC1	1.0	2.3	-12.3	3.7	-5.3	-3.5	-1.2	-0.1	3.3
N#C/C(=C/c1cn[nH]c1-c1cccc(Br)c1)C(=O)O	-7.0	x	-3.8	5.7	-17.1	-0.3	0.5	-0.6	1.6
O=C(CCNC(=O)Cn1ccc2ccccc2c1=O)NCCc1ccccc1Cl	19.8	-3.3	-12.1	6.0	9.5	35.8	0.4	-16.4	-0.2
O=C(Cn1c(=O)[nH]c2ccccc2c1=O)N1CCN(c2cccc(Cl)c2)CC1	24.4	1.5	-6.6	9.6	-105.2	28.8	3.1	1.6	1.2
O=C(CCN1C(=O)C2C3C=CC(C3)C2C1=O)Nc1ccccc1F (configuration not stated)	-3.1	0.3	-11.2	15.0	8.3	48.7	-0.1	-6.8	0.4
Cc1cc(Nc2nc(Cl)c(Cl)cc2Cl)n(-c2ccccc2)n1	10.7	1.6	7.0[fluorescence artefact?]	2.4	57.0	28.7	-2.2	3.5	-0.9
COc1cccc(-n2nnc3c(=O)n(Cc4ccccc4F)cnc32)c1	0.5	30.2*	-11.2	6.2	1.5	46.3	0.1	-47.6	-0.5
Cc1cc(N)n(-c2ccc(S(=O)(=O)N3CCCC3)cc2[N+](=O)[O-])n1	5.8	x	0.7	3.1	-7.0	7.7	1.4	-5.6	-0.5
C[C@@H]1CC[C@]2(O[C@@H](CCO)C[C@H](O)[C@H]2O)O1	13.7	13.8	4.0	11.9	28.1	1.6	1.2	-7.3	0.3
CCOc1ccccc1NC(=O)Nc1cc(S(=O)(=O)N(C)C)ccc1C	10.4	x	-1.2	9.1	-16.1	5.9	-1.6	-13.3	0.0
c1ccc(-c2nnc(-c3ccccc3)nn2)cc1	4.9	x	5.0	6.4	20.7	17.7	0.2	12.1	0.9
O=C(CSc1nnc(Cn2nnc3ccccc32)o1)N(Cc1ccc(F)cc1)c1ccccc1	27.5	8.2	8.1	x	11.9	x	3.9	-65.7	0.4
Cc1nn(-c2ccc(Cl)c(Cl)c2)c(=O)c2ccccc12	17.7	-2.4	4.6	6.1	24.0	49.6	1.1	13.4	-0.1
O=c1cc(-c2ccccc2Cl)oc2cc(O)cc(O)c12	-10.0	-3.2	1.5	3.6	29.4	27.7	1.3	8.2	0.5
CCN(CC)S(=O)(=O)c1ccc(NS(=O)(=O)c2ccc(F)cc2)cc1	10.5	1.8	-11.7	5.0	23.3	25.0	-1.5	-7.6	-0.8
Cc1ccc(NCC(=O)N/N=C/c2cccc(Oc3ccccc3)c2)cc1	14.2	5.4	4.1	4.8	16.5	101.4*	1.1	-18.5	0.8
Nc1nncn1C(=O)CCCOc1ccc(Cl)cc1Cl	28.4	4.9	5.5	4.7	-36.0	30.5	1.8	-12.7	0.7
Cc1ccccc1CNc1nnnn1C	-7.7	0.7	-5.6	6.5	7.5	13.8	-0.1	18.1	0.7
CN(C)CCOc1ccccc1-c1ccccc1	11.6	13.7	72.0*	8.4	17.4	16.9	-1.1	-7.7	0.2
O=C(COc1ccc(Br)cc1Br)NC(=O)NC1CCCC1	-0.4	-4.4	-7.2	5.0	23.5	87.2*	-0.3	-26.1	0.2
CCc1nnc(NC(=O)C2CCCN(S(=O)(=O)c3ccc(OC)cc3)C2)s1 (configuration not stated)	x	-3.4	-3.4	5.5	-18.5	-9.5	0.3	-2.1	-0.3
O=c1cc(COc2ccccc2[N+](=O)[O-])nc2sccn12	15.5	x	1.1	9.9	-15.5	6.5	-0.2	4.8	0.3
CCOC(=O)c1c(CSCc2ccccc2)oc2ccc(O)c(CN(C)C)c12	24.7	x	0.0	10.9	-19.8	18.7	1.0	20.4	1.4
COc1cc(OC)cc(OCC(O)Cn2ccnc2)c1 (configuration not stated)	-0.7	3.9	12.9[fluorescence artefact?]	4.2&3.7	20.2&-35.8	19.2	-0.7	-16.4	0.5
O=C(c1cn(-c2ccc(Cl)c(Cl)c2)nn1)C1CC1	5.4	9.1	9.4	8.3	2.9	29.9	0.8	0.8	0.7
Cc1ccsc1C(=O)OCC(=O)N1CC(=O)Nc2ccccc21	-5.9	10.0	-12.9	9.2	3.0	-5.6	1.2	-8.5	0.3
CS(=O)c1ccccc1O (configuration not stated)	-2.1	4.4	-8.0	1.7	35.8	10.9	0.7	1.8	0.3
CCOC(=O)C(=CNc1nc2ccc(C(=O)OCC)cc2s1)C(=O)OCC	11.6	x	2.4	7.5	30.3	37.7	1.1	-7.7	0.6
COc1ccc(N2C(=O)C(Cc3ccccc3)NC2=S)cc1 (configuration not stated)	19.4	-0.6	-3.8	4.8	10.8	8.6	-1.0	-8.6	0.4
Cc1cc(NS(=O)(=O)c2ccc(NC(=O)COc3ccccc3C(C)C)cc2)no1	12.3	0.4	1.8	11.2	9.7	20.8	-2.5	-5.0	-1.6
Cc1cc2cc(CN(CCN(C)C)C(=S)NCc3ccco3)c(=O)[nH]c2cc1C	-2.0	3.5	-10.8	11.1	-44.2	-0.3	-0.1	-9.4	1.1
O=C(c1cc([N+](=O)[O-])ccc1N1CCOCC1)N1CCOCC1	10.8	-3.4	-0.9	2.1	16.1	-2.5	0.0	-8.1	3.5
NC(=O)[C@H]1CC2(CC(c3cccc(NC(=O)[C@H]4CCC(=O)N4)c3)=NO2)CN1C(=O)c1ccccc1 (some centres not stated)	4.5	x	66.4	4.8	15.9	14.3	x	x	x
O=C(Cn1nnc(-c2ccccc2-n2cnnn2)n1)N1CCCCC1	0.7	-1.6	4.7	12.0	16.1	23.8	0.2	0.9	0.9
Cc1csc(NC(=O)NC2(C(F)(F)F)Oc3ccccc3O2)n1	-7.2	-5.5	-2.2	10.7	22.0	12.2	-0.7	6.6	0.7
O=C(CN1CCc2ccccc2C1)N1CCN(S(=O)(=O)c2ccccc2)CC1	5.6	4.5	2.9	8.9	-9.0	-0.2	1.6	-3.7	0.2
O=C1CC(/C=C/c2ccco2)=Nc2ccccc2N1	-20.8	1.5	-5.2	-0.4	4.7	23.0	0.5	-8.8	1.2
COCCCNC(=O)C1CC(=O)N(CCc2ccc(OC)c(OC)c2)C1 (configuration not stated)	-2.8	-2.0	2.2	19.5	35.3	22.7	1.5	-9.1	1.8
NS(=O)(=O)c1ccc(NC(=O)Nc2ccccc2)cc1	14.7	x	0.0	8.0	-37.3	-9.6	2.5	2.2	-0.3
Cc1c(C(=O)NCCSCc2ccccc2Cl)cccc1[N+](=O)[O-]	4.1	1.6	-8.0	4.6	-41.5	16.5	-1.1	-5.7	-1.5
O=C(NCCc1nc2ccccc2[nH]1)c1ccco1	-16.3	4.4	-7.3	7.8	-28.0	2.3	1.2	-21.2	0.1

Random excerpt: 3 records from the list, in no set order.
smiles	PPC-1+TRAIL kill	NPY-Y1 antag	14-3-3 Bad PPI	PGE2 EP2 inh	EP2 modulator	CHOP inh	TRPN1 ag	NPY-Y1 PAM-ag	TRPML3 agonist
CCN(CC)c1c([N+](=O)[O-])ncn1C	2.0	6.0	2.2	3.2	13.2	29.6	-0.2	-81.9	0.7
Cc1cc2cc(CN(CCN(C)C)C(=S)NCc3ccco3)c(=O)[nH]c2cc1C	-2.0	3.5	-10.8	11.1	-44.2	-0.3	-0.1	-9.4	1.1
N#C/C(=C/c1ccc(OCc2ccccc2)cc1)C(=O)NC1CCCCC1	8.5	-1.9	x	10.4	19.4	49.7	0.9	8.9	0.9

This is a subset, so the mix of outcomes need not match the whole.
